Screening results (PubChem)
Epigenetic derep = derepresses silenced GFP reporter in murine cells; murine LDR cells, GFP reporter derepression, 30 h; Potency, µM (series often up to 53.9 µM), inactives show at the top dose GFP activation, usual class: activators; actives 0.2% (n = 280,000); also: potency is read from the fitted curve at half-maximal effect; % of control where 0% means no effect; nearly all actives have a fitted effect of over 60% in size
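Murine LDR cells bearing a silenced CMV-driven GFP reporter were exposed to compound for 30 h at 37 C. After PBS washes, GFP-positive cells (20-120 um objects) counted by laser-scanning microplate cytometry.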
Tau fluor counter = counter-screen for tau fibril formation inhibitors. tau K18 P301L Alexa594 fluorescence, heparin fibrillization. actives 0.93% (n = 280,000). Potency, µM (top dose mostly 57.7 µM), inactives show at the top dose activity change, negative = decrease. AID 1463; also: potency is read from the fitted curve at half-maximal effect; % is scaled to controls: 0 for no effect and ±100 for the full control effect; nearly all actives have a fitted effect of over 55% in size
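Human tau K18 P301L (15 uM unlabeled, 0.24 uM Alexa 594-labeled) in 100 mM sodium acetate pH 7 with 20 uM heparin, 6 hr at 37 C. ThT 30 uM added, 1 hr ambient; Alexa 594 FP and total fluorescence read at 555/632 nm.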
CBFb RUNX1 block = blocks binding between human CBF-beta and RUNX1; Q01196+Q13951; AlphaScreen CBFb-His/RUNX1-biotin binding, biochemical; Potency, µM (top dose mostly 59.8 µM), without a hit: at the top dose activity, negative = inhibition, usual class: inhibitors; 230,000 tested, under 10 active; AID 1477; also: % of control where 0% means no effect
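Inhibition was taken as any reduction in AlphaScreen signal from the CBF-beta–RUNX1 pair (His and biotin tags, 30 nM each), measured after compound (15 min) and bead (90 min) incubations at room temperature.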
GLA spleen mod = inhibits or activates alpha-galactosidase in human spleen homogenate; P06280; human spleen homogenate, 4MU-alpha-Gal fluorescence, 40 min; Potency, µM (highest dose often 80 µM), for the others: at the top dose activity change, negative = inhibition, most hits filed as inhibitors; actives 0.008% (n = 240,000);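 also: potency is read from the fitted curve at half-maximal effect; 0% = enzyme with vehicle and -100% = no enzyme basal signal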
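Human spleen homogenate (1 ug) as enzyme source, 4-methylumbelliferyl-alpha-D-galactopyranoside 1 mM final, citrate/phosphate pH 5.0 with 0.01% Tween-20. Compounds 40 min at 37C, NaOH/glycine stop; fluorescence Ex 365/Em 440, Hill-fit AC50.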
Tau FP inhib = inhibitors of human tau fibril formation | K18 P301L tau heparin fibrillization, Alexa594 FP, 6 h | Potency, µM (highest dose often 57.7 µM), for inactives: at the top dose activity, negative = inhibition, usual class: inhibitors | actives 0.39% (n = 280,000); also: potency is read from the fitted curve at half-maximal effect; % is scaled to controls: 0 for no effect and ±100 for the full control effect; nearly all actives have a fitted effect of over 55% in size
Target sequence (P10636 561-689 P618L limits assumed): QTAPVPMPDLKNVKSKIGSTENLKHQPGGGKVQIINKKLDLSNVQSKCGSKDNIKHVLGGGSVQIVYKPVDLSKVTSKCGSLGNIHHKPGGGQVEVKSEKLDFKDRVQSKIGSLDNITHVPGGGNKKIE
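K18 P301L tau (15 uM unlabeled/0.24 uM Alexa 594-labeled, final) + compound + heparin 20 uM final; 100 mM NaOAc pH 7; 6 hr 37 C; ThT 30 uM final added, 1 hr RT; FP ex 555/em 632 nm.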
TRb SRC2 PPI = disrupts binding of human TR beta to SRC2. P10828. TRbeta-SRC2 peptide binding, fluorescence polarization; receptor liganded with 1 µM T3. Potency, µM (doses to about 106 µM), inactives show at the top dose activity change, negative = inhibition, most hits filed as inhibitors. actives 0.065% (n = 280,000);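 also: potency is read from the fitted curve at half-maximal effect; plate controls were bound peptide for no effect and peptide without receptor for full effect; nearly all actives have a fitted effect of over 50% in size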
Target sequence (P10828 whole entry, looked up): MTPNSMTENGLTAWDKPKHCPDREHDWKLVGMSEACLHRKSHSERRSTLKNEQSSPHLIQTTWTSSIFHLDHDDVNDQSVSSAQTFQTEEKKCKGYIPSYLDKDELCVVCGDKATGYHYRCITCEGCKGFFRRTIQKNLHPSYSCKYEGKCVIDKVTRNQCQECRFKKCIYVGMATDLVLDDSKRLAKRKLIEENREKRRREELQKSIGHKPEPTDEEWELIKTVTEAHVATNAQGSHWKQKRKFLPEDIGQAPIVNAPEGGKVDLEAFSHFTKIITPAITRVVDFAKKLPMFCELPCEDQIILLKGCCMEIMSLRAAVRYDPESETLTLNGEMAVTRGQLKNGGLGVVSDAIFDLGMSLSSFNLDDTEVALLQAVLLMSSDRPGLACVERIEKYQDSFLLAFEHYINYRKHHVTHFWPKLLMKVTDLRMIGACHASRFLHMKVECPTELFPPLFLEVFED
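Binding of a 20-amino-acid Texas Red SRC2 peptide (20 nM) to TRb ligand-binding domain (0.6 uM) with agonist T3 at 1 uM was followed by fluorescence polarization after a 5 hr room-temperature incubation.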
NPSR antagonist = antagonists of human neuropeptide S receptor cAMP signaling; actives 1% (n = 220,000); Potency, µM (top dose mostly 38.3 µM), inactives show top-dose activity change, negative = inhibition, hits mostly inhibitors; CHO-NPSR cells, cAMP TR-FRET, antagonist mode; Q6W5P4; also: potency is read from the fitted curve at half-maximal effect; % is scaled to controls: 0 for no effect and ±100 for the full control effect; nearly all actives have a fitted effect of over 50% in size; many of its hits are not listed in these tables
Target sequence (Q6W5P4 whole entry, looked up): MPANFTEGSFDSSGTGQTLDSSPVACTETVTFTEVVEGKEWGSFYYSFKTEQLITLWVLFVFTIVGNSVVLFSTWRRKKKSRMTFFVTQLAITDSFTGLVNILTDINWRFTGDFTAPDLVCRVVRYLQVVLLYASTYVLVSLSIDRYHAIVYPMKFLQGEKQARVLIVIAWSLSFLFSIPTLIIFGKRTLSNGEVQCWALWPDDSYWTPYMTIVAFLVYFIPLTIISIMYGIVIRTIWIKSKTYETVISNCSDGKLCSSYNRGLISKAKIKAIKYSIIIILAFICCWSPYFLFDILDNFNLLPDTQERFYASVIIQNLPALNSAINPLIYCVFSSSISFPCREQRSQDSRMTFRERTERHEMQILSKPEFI
TexasRed fluor = Texas Red fluorescence interference in TRb-SRC2 counter-screen. actives 0.29% (n = 280,000). Potency, µM (titrated, usually from 106 µM), for the others: at the highest dose fluorescence change, negative = quenching. TRb/SRC2 Texas Red total fluorescence interference; active = well fitted curve in either direction with a large enough effect; inconclusive = small, poorly fitted or top-dose-only effect; also: potency is read from the fitted curve at half-maximal effect; % is scaled to controls: 0 for no effect and ±100 for the full control effect
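Human TRb ligand-binding domain at 0.6 uM with 20 nM Texas Red SRC2 peptide in Tris buffer containing 1 uM T3 and 5% DMSO, incubated with compound 5 h at ambient temperature. Total fluorescence (555/632 nm) calculated as parallel + 2 × perpendicular.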
Active calls of the source: *; u = inconclusive; x = not tested or not shown; [ ] = another dose, or the depositor's remark. Unless noted, calls follow the shape of the dose curve; as a rule, active = well fitted curve in the direction sought with a large enough effect; inconclusive = small, poorly fitted or top-dose-only effect, or another doubt; inactive = no such curve, though single readings can be large; an effect the other way counts as inactive or inconclusive.

#1 CCOC(=O)c1c(C)n(C)c2ccc(O)c(CN(C)C)c12
#2 CNC(=O)[C@H]1O[C@@H](n2cnc3c(NCc4ccc(N)cc4)ncnc32)[C@H](O)[C@H]1O
#3 COc1ccccc1CN1CCN(C(CC(C)C)c2nnnn2Cc2cccs2)CC1 (stereo unspecified)
#4 O=c1c2cc(NC(=S)N3CCCC3)ccc2nc2n1CCCCC2
#5 CCOC(=O)c1c(NC(=O)CSc2nnc(C)c(=O)[nH]2)sc2c1CCCC2
#6 O=C(Nc1ccc(Cl)c(Cl)c1)c1cc(S(=O)(=O)N2CCN(c3cccc(Cl)c3)CC2)ccc1F
#7 N#CCCN1CCN(CCC#N)CC1
#8 CCN(CC)c1nc(Nc2ccccc2)nc(Oc2ccc(=O)n(C)n2)n1
#9 CC(=O)Nc1ccc(S(=O)(=O)NNC(=O)COc2cccc(C)c2)cc1
#10 COCCOC(=O)C1=C(C)N(c2ccccc2)C(=S)NC1c1ccccc1C(F)(F)F (stereo unspecified)

| compound no. | 1 | 2 | 3 | 4 | 5 | 6 | 7 | 8 | 9 | 10 |
| --- | --- | --- | --- | --- | --- | --- | --- | --- | --- | --- |
| Tau fluor counter | -12.5% | -1.4% | -13.5% | 9.0% | -17.2% | -0.7% | -6.1% | -6.1% | -0.3% | -12.0% |
| Tau FP inhib | 6.7% | 6.5% | 3.9% | 2.9% | -6.5% | u | -8.2% | 4.2% | 1.4% | -0.2% |
| TRb SRC2 PPI | 3.8% | -0.7% | 1.5% | -2.2% | 0.6% | -4.2% | -7.2% | 1.4% | -4.3% | -4.0% |
| Epigenetic derep | -1.0% | 1.1% | -8.4% | -0.6% | 0.0% | 0.5% | -1.0% | 8.9% | -1.2% | -0.2% |
| TexasRed fluor | -6.6% | -2.9% | -8.2% | -0.8% | -2.4% | -0.2% | 0.0% | -2.4% | -2.0% | -2.3% |
| CBFb RUNX1 block | -8.7% | 13.3% | 19.8% | -9.6% | 0.4% | x | -1.0% | 1.2% | -0.1% | -14.1% |
| GLA spleen mod | 6.9% | 12.8% | -6.4% | 3.4% | 3.3% | x | -9.1% | -26.9% | 0.9% | -4.3% |
| NPSR antagonist | -4.1%[46.1 µM] | 0.9%[46.1 µM] | u | 7.4% | -14.9%[46.1 µM] | x | -3.8%[46.1 µM] | -20.7%[46.1 µM] | -2.7%[46.1 µM] | -20.0% |

#11 c1ccc(CN2CCN(c3nc(-c4ccccc4)nc4ccccc34)CC2)cc1
#12 CCOc1ccc(CNC(=O)CCc2cn(CC)c3ccccc23)cc1
#13 CCOC(=O)/C(C#N)=C1\CC2CCC1(C)C2(C)C (stereo unspecified)
#14 CC1Cc2ccccc2N1C(=O)c1ccc2snnc2c1 (stereo unspecified)
#15 COc1ccc(CCNC(=O)Cn2c(=O)c3cccn3c3ccc(F)cc32)cc1OC
#16 CCOC(=O)N1CCC(C(=O)Nc2ccc(OCC)cc2)CC1
#17 CCOc1ccc(NC(=O)N2CCC(CN3CCc4ccccc4C3)CC2)cc1
#18 Cc1ccc(S(=O)(=O)N(C)c2cc(S(=O)(=O)Nc3ccncc3)c(C)cc2C)cc1
#19 CCCOC(=O)c1ccc(Cn2nnc3sc4c(c3c2=O)CCC(C)C4)cc1 (stereo unspecified)
#20 CCc1nc(SCc2cccnc2)[nH]c(=O)c1C

| compound no. | 11 | 12 | 13 | 14 | 15 | 16 | 17 | 18 | 19 | 20 |
| --- | --- | --- | --- | --- | --- | --- | --- | --- | --- | --- |
| Tau fluor counter | -18.3% | -16.0% | -9.6% | -7.0% | -24.1% | -0.1% | -7.0% | -3.2% | -8.6% | 1.1% |
| Tau FP inhib | -6.5% | -1.0% | -7.2% | -0.5% | 2.5% | u | 4.3% | -1.7% | 0.2% | -6.1% |
| TRb SRC2 PPI | 1.8% | 4.2% | -5.5% | 2.3% | 4.6% | -6.8% | 5.3% | -1.2% | 3.4% | -2.6% |
| Epigenetic derep | -1.4% | 0.5% | -1.1% | 5.7% | 7.0% | -1.0% | -1.2% | 3.3% | 0.8% | -1.6% |
| TexasRed fluor | -4.6% | 0.6% | -2.3% | -3.3% | 8.8% | -0.9% | 1.6% | 0.0% | -0.1% | 2.5% |
| CBFb RUNX1 block | -4.8% | x | 0.8% | 3.7% | x | 3.7% | x | 1.7% | x | 1.8% |
| GLA spleen mod | 1.2% | x | 1.8% | 0.0% | x | 1.3% | x | -1.7% | x | 9.8% |
| NPSR antagonist | 1.1%[46.1 µM] | x | -33.9% | -5.4%[46.1 µM] | x | 5.7% | x | 11.0% | x | -4.3%[46.1 µM] |

#21 O=C1Nc2ncccc2OC1CCCl (stereo unspecified)
#22 CC(=O)OC(c1nc2ccccc2c(=O)n1C1CC2(OC1=O)c1ccccc1N1C(=O)C(C)(C)N(O)C12)C(C)C (stereo unspecified)
#23 O=C(CCC1CCCCC1)Nc1ccccc1O
#24 COc1ccc(Br)cc1CN1CCN(C(=O)c2ccc(F)cc2)CC1
#25 N#C/C(=C\c1ccc(Cl)cc1)c1nc2ncccc2[nH]1
#26 CCn1cc(Cl)c(C(=O)Nc2cc(C(=O)OC)cc(C(=O)OC)c2)n1
#27 N#Cc1ccc(OCC(=O)OCC(=O)Nc2cc(C(F)(F)F)ccc2N2CCOCC2)cc1
#28 COc1ccc(NC(=O)c2cc3nc(-c4ccccc4)cc(C)n3n2)cc1OC
#29 O=C(O)c1cc(O)c2c(c1)[C@H]([C@H]1c3cc(C(=O)O)cc(O)c3C(=O)c3c(O[C@@H]4OC(CO)C(O)C(O)C4O)cccc31)c1cccc(O[C@@H]3OC(CO)C(O)C(O)C3O)c1C2=O (stereo partly specified)
#30 CCC(C)OC(=O)c1cc(C)nc2c(Br)cc(Br)cc12 (stereo unspecified)

| compound no. | 21 | 22 | 23 | 24 | 25 | 26 | 27 | 28 | 29 | 30 |
| --- | --- | --- | --- | --- | --- | --- | --- | --- | --- | --- |
| Tau fluor counter | -0.5% | -8.4% | -17.4% | -0.9% | u | -1.6% | -10.8% | -23.7% | u | -6.0% |
| Tau FP inhib | -1.8% | -0.3% | 6.5% | -1.9% | -10.2% | -3.9% | -1.7% | 10.8% | u | -6.0% |
| TRb SRC2 PPI | 10.6% | 2.0% | 7.7% | -1.2%[53 µM] | -7.5% | -6.1% | -5.2% | 0.6% | u | -5.5% |
| Epigenetic derep | 0.6% | 2.4% | 0.0% | 4.7% | 0.0% | 10.1% | 0.0% | 1.1% | -1.3% | -0.8% |
| TexasRed fluor | 1.0% | -0.1% | -5.2% | -1.7%[53 µM] | 0.7% | 1.0% | u | -4.1% | 22.4µM*[quencher] | -6.5% |
| CBFb RUNX1 block | 5.0% | 9.3% | 5.8% | -0.2% | 0.2% | 5.4% | -2.5% | -8.0% | x | 3.4% |
| GLA spleen mod | 0.2% | 4.9% | 10.5% | -7.5% | -1.8% | 4.6% | 5.8% | -6.8% | u | 3.2% |
| NPSR antagonist | -6.1%[46.1 µM] | -8.2% | 10.1%[46.1 µM] | 26.7% | 7.0%[46.1 µM] | 10.9% | 2.4% | 26.1% | x | 14.3%[46.1 µM] |

Of the compounds above, these have fluorine.
#6 O=C(Nc1ccc(Cl)c(Cl)c1)c1cc(S(=O)(=O)N2CCN(c3cccc(Cl)c3)CC2)ccc1F
#10 COCCOC(=O)C1=C(C)N(c2ccccc2)C(=S)NC1c1ccccc1C(F)(F)F (stereo unspecified)
#15 COc1ccc(CCNC(=O)Cn2c(=O)c3cccn3c3ccc(F)cc32)cc1OC
#24 COc1ccc(Br)cc1CN1CCN(C(=O)c2ccc(F)cc2)CC1
#27 N#Cc1ccc(OCC(=O)OCC(=O)Nc2cc(C(F)(F)F)ccc2N2CCOCC2)cc1

| compound no. | 6 | 10 | 15 | 24 | 27 |
| --- | --- | --- | --- | --- | --- |
| Tau fluor counter | -0.7% | -12.0% | -24.1% | -0.9% | -10.8% |
| Tau FP inhib | u | -0.2% | 2.5% | -1.9% | -1.7% |
| TRb SRC2 PPI | -4.2% | -4.0% | 4.6% | -1.2%[53 µM] | -5.2% |
| Epigenetic derep | 0.5% | -0.2% | 7.0% | 4.7% | 0.0% |
| TexasRed fluor | -0.2% | -2.3% | 8.8% | -1.7%[53 µM] | u |
| CBFb RUNX1 block | x | -14.1% | x | -0.2% | -2.5% |
| GLA spleen mod | x | -4.3% | x | -7.5% | 5.8% |
| NPSR antagonist | x | -20.0% | x | 26.7% | 2.4% |

A portion of the library. The share of hits here may be higher or lower than overall.
